Screening data as filed in PubChem.
EBI2 block – antagonists of human EBI2 receptor; P32249; EBI2 beta-arrestin recruitment, luminescence, 7a,25-OHC stimulated; inhibition, % at 5 µM; 360,000 tested, 0.81% active; AID 651636; in the data active means inhibition above about 38%;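 further: enzyme fragment complementation signal reports receptor beta-arrestin coupling in cells; 0% = agonist plus DMSO wells and 100% = wells without agonist; some results beyond the cut were filed as inactive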
Target sequence (P32249 whole entry, looked up, the tested form may be a part): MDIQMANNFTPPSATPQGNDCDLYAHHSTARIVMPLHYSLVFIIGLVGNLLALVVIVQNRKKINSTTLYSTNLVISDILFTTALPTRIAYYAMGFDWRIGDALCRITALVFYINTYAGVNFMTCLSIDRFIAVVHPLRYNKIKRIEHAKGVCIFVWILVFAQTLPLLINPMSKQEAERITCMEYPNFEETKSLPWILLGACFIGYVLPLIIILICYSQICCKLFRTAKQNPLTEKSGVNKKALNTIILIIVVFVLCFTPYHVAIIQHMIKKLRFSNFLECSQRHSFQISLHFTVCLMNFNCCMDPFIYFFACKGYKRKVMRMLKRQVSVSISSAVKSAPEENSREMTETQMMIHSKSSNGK
APJ antagonist – antagonists of human APJ apelin receptor; inhibition, % at 20 µM; 330,000 tested, 0.32% active; CHO-K1 APJ beta-arrestin complementation, luminescence; P35414; AID 2521;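 active means inhibition above about 40% at 20 µM, limit read from the data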;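 further: cells challenged with 10 nM apelin-13 agonist together with compound; plate controls were apelin-13 plus DMSO wells for no effect and DMSO wells lacking apelin-13 for full effect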
CCR6 antag – antagonists of human CCR6 receptor. AID 493098. 340,000 tested, 0.49% active. CHO-K1 CCR6 PathHunter beta-arrestin, luminescence, CCL20-stimulated. inhibition, % at 20 µM. P51684;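 active means compounds whose inhibition of the agonist-driven luminescence signal at 20 µM reaches about 50%, limit read from the data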;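 further: cells stimulated with CCL20 at 14 nM final; plate controls were DMSO with CCL20 for no effect and DMSO without agonist for full effect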
Target sequence (P51684 whole entry, looked up): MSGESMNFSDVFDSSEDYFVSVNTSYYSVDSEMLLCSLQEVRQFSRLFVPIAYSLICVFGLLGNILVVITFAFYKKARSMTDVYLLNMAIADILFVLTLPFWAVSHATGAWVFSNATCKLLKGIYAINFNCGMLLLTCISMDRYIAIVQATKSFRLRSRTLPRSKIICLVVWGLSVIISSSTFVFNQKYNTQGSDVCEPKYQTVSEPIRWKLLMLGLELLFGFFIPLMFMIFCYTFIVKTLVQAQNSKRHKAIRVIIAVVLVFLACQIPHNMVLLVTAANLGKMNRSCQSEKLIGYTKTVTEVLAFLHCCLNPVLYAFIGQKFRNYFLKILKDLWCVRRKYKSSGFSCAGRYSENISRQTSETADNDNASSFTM
CXCR6 block – inhibitors of human CXCR6 receptor; O00574; CHO-K1 PathHunter CXCR6 beta-arrestin, luminescence; inhibition, % at 20 µM; 360,000 tested, 0.36% active; AID 602244; in the data active means inhibition above about 34%, passing the limit was not always enough;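 further: antagonist mode with CXCL16 agonist at 10 nM final; 0% = 10 nM CXCL16 with DMSO and 100% = unstimulated wells without agonist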
Target sequence (O00574 whole entry, looked up): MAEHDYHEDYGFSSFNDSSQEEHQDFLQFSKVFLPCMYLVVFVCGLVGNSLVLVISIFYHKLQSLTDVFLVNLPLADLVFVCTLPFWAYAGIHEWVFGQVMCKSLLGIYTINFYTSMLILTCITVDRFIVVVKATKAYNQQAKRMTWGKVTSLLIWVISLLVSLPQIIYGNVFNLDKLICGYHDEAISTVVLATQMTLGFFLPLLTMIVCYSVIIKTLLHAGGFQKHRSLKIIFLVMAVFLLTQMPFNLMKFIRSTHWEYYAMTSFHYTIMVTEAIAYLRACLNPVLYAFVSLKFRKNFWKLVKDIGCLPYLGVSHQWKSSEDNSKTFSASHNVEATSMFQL
697 NFkB inh – lowers PMA/ionomycin-induced NF-kB signal in 697 B cells; 697 B-cell NF-kB luciferase reporter, 16 h; inhibition, % at 4 µM; 330,000 tested, 0.33% active; AID 435022; in the data active means inhibition above about 35%
UBC13 inh – blocks human UBC13 polyubiquitin chain formation; P61088; TR-FRET; inhibition, % at 20 µM; 330,000 tested, 0.47% active; AID 485273; in the data active means inhibition above about 45%, passing the limit was not always enough
Gli-Sufu block – antagonists of Gli-Sufu signaling; 340,000 tested, 0.74% active; inhibition, % at 5 µM; Sufu-KO-LIGHT fibroblasts, Gli luciferase reporter luminescence; AID 588413;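 active means inhibition above about 55%, limit read from the data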;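 further: 0% = DMSO-treated cells and 100% = wells with medium but no cells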
Jurkat NFkB inh – inhibitors of the PMA/ionomycin-induced NF-kB reporter in Jurkat cells. inhibition, % at 4 µM. AID 435003. 330,000 tested, 0.53% active. PMA/ionomycin-induced NF-kB luciferase reporter, luminescence; in the data active means inhibition above about 50%
* hit, by the source's call.

What do the screens show for `O=C(COC(=O)CC1Sc2ccccc2NC1=O)NCc1ccccc1` (stereo unspecified)?
EBI2 block: -11; APJ antagonist: 21; CCR6 antag: 13; CXCR6 block: -5; 697 NFkB inh: -14; UBC13 inh: -8; Jurkat NFkB inh: -22

What do the screens show for `O=C(c1ccc(-c2ccccc2)cc1)c1ccc([N+](=O)[O-])cc1`?
APJ antagonist: -30; 697 NFkB inh: 2; UBC13 inh: -13; Jurkat NFkB inh: -1

How did C=CCS(=O)(=O)N1CCCC(Cc2ccccc2C)(C(=O)OCC)C1 (stereo unspecified) do in these assays?
EBI2 block: 11; APJ antagonist: 15; CCR6 antag: 12; CXCR6 block: 4; 697 NFkB inh: -19; UBC13 inh: -9; Gli-Sufu block: 9; Jurkat NFkB inh: -6

Results for CCN1CCCC1CNS(=O)(=O)c1ccc(Br)cc1 (stereo unspecified) ?
EBI2 block: -20; APJ antagonist: -9; CCR6 antag: 8; CXCR6 block: -8; 697 NFkB inh: 8; UBC13 inh: 3; Gli-Sufu block: 4; Jurkat NFkB inh: -10

How did Cc1ccc(-c2cc[n+](Cc3ccccc3)cc2)cc1 do in these assays?
EBI2 block: -4; APJ antagonist: 18; CCR6 antag: 7; CXCR6 block: 2; 697 NFkB inh: 34; UBC13 inh: -3; Gli-Sufu block: 62*; Jurkat NFkB inh: 14

How did CC(NS(=O)(=O)c1ccccc1)C(=O)Nc1ccc2c(c1)OCCO2 (stereo unspecified) do in these assays?
EBI2 block: -6; APJ antagonist: 0; CCR6 antag: 16; CXCR6 block: 1; 697 NFkB inh: 1; UBC13 inh: -2; Gli-Sufu block: -5; Jurkat NFkB inh: -3

How did COc1ccc(Nc2nccc(-c3cccc(N)c3)n2)cc1 do in these assays?
EBI2 block: 2; APJ antagonist: -18; CCR6 antag: 18; CXCR6 block: -2; 697 NFkB inh: -273; UBC13 inh: -4; Gli-Sufu block: -130; Jurkat NFkB inh: -117

What do the screens show for `Cc1ccc(-c2nc(SCC(=O)NCCN3C(=O)CSC3=O)[nH]c2-c2ccc(C)cc2)cc1`?
APJ antagonist: 19; 697 NFkB inh: -7; UBC13 inh: 10; Jurkat NFkB inh: -1

How did O=C(O)/C=C\C(=O)NCc1cccnc1 do in these assays?
EBI2 block: 8; APJ antagonist: 1; CCR6 antag: 1; CXCR6 block: 0; 697 NFkB inh: 8; UBC13 inh: -4; Gli-Sufu block: -9; Jurkat NFkB inh: -8

What do the screens show for `O=C(NC1CCCC1)C1CCCN(S(=O)(=O)c2ccc(-n3cnnn3)cc2)C1` (stereo unspecified)?
EBI2 block: 8; APJ antagonist: -9; CCR6 antag: 7; CXCR6 block: -5; 697 NFkB inh: 9; UBC13 inh: -3; Gli-Sufu block: -4; Jurkat NFkB inh: 6

What do the screens show for `O=C(c1ccc([N+](=O)[O-])cc1)N1CCc2ccccc2C1`?
EBI2 block: -7; APJ antagonist: 8; CCR6 antag: 22; CXCR6 block: -3; 697 NFkB inh: -11; UBC13 inh: -17; Gli-Sufu block: -3; Jurkat NFkB inh: -13

Results for NC(=O)C1CCCN(S(=O)(=O)c2ccc3ccccc3c2)C1 (stereo unspecified) ?
EBI2 block: -3; APJ antagonist: -47; CCR6 antag: 12; CXCR6 block: -7; 697 NFkB inh: -5; UBC13 inh: 2; Gli-Sufu block: -1; Jurkat NFkB inh: 9

Results for COc1ccc(/C(O)=C2\C(=O)C(=O)N(Cc3ccco3)C2c2ccc(OC)cc2OC)cc1 (stereo unspecified) ?
EBI2 block: -5; APJ antagonist: 6; CCR6 antag: 6; CXCR6 block: 1; 697 NFkB inh: -10; UBC13 inh: -27; Gli-Sufu block: -3; Jurkat NFkB inh: -24

What do the screens show for `Cc1c(Cl)cccc1NS(=O)(=O)c1c(C(=O)N2CCOCC2)c(C)n(C)c1C`?
EBI2 block: -5; APJ antagonist: 6; CCR6 antag: 15; CXCR6 block: -4; 697 NFkB inh: -9; UBC13 inh: -8; Gli-Sufu block: -13; Jurkat NFkB inh: -8

How did O=C(CN1CCN(S(=O)(=O)c2ccc(F)cc2)CC1)Nc1ccc(F)cc1F do in these assays?
EBI2 block: 2; APJ antagonist: 26; CCR6 antag: 7; CXCR6 block: -3; 697 NFkB inh: -50; UBC13 inh: -5; Gli-Sufu block: -13; Jurkat NFkB inh: -14

How did COc1ccc(-c2nn3c(-c4ccccc4)nnc3s2)cc1 do in these assays?
EBI2 block: 10; APJ antagonist: 5; CCR6 antag: 10; CXCR6 block: 12; 697 NFkB inh: -3; UBC13 inh: 11; Gli-Sufu block: -24; Jurkat NFkB inh: 8

How did Cc1ccn(CCC(=O)Nc2ccc3c(c2)OCO3)n1 do in these assays?
EBI2 block: -4; APJ antagonist: 8; CCR6 antag: -16; CXCR6 block: -7; 697 NFkB inh: -2; UBC13 inh: -5; Gli-Sufu block: 24; Jurkat NFkB inh: 4

What do the screens show for `COc1ccccc1CNC(=O)c1cn(C)c2ccc(S(=O)(=O)N3CCCCC3)cc2c1=O`?
APJ antagonist: 16; 697 NFkB inh: 16; UBC13 inh: 13; Jurkat NFkB inh: 20

Results for COc1ccc(NC(=O)Nc2ccccc2OC)cc1 ?
EBI2 block: -6; APJ antagonist: -14; CCR6 antag: 8; CXCR6 block: 5; 697 NFkB inh: -48; UBC13 inh: 6; Gli-Sufu block: -36; Jurkat NFkB inh: -40

What do the screens show for `O=S(=O)(NCCN1CCOCC1)c1cc(Cl)ccc1Cl`?
EBI2 block: -7; APJ antagonist: -5; CCR6 antag: -1; CXCR6 block: -3; 697 NFkB inh: 16; UBC13 inh: 1; Gli-Sufu block: 5; Jurkat NFkB inh: 4

Some of these compounds in order of SMILES length, highest first:
What do the screens show for `O=C(c1ccc(-c2ccccc2)cc1)c1ccc([N+](=O)[O-])cc1`?
APJ antagonist: -30; 697 NFkB inh: 2; UBC13 inh: -13; Jurkat NFkB inh: -1

What do the screens show for `O=C(COC(=O)CC1Sc2ccccc2NC1=O)NCc1ccccc1` (stereo unspecified)?
EBI2 block: -11; APJ antagonist: 21; CCR6 antag: 13; CXCR6 block: -5; 697 NFkB inh: -14; UBC13 inh: -8; Jurkat NFkB inh: -22

Results for COc1ccc(NC(=O)Nc2ccccc2OC)cc1 ?
EBI2 block: -6; APJ antagonist: -14; CCR6 antag: 8; CXCR6 block: 5; 697 NFkB inh: -48; UBC13 inh: 6; Gli-Sufu block: -36; Jurkat NFkB inh: -40

(more compounds)
Results for Cc1cc(C)c2c(c1)c(C)cc1nnc(SCC(=O)NCc3ccco3)n12 ?
EBI2 block: -7; APJ antagonist: 4; CCR6 antag: -4; CXCR6 block: -12; 697 NFkB inh: 20; UBC13 inh: -3; Gli-Sufu block: 4; Jurkat NFkB inh: 4

What do the screens show for `COc1cc(-c2nc3cnccn3c2Nc2ccc(C)cc2)ccc1O`?
EBI2 block: 20; APJ antagonist: 9; CCR6 antag: 1; CXCR6 block: -4; 697 NFkB inh: -21; UBC13 inh: -1; Gli-Sufu block: -2; Jurkat NFkB inh: -27

How did CCOC(=O)c1ccc(NS(=O)(=O)c2ccc(Cl)nc2)cc1 do in these assays?
APJ antagonist: -5; 697 NFkB inh: 3; UBC13 inh: 4; Jurkat NFkB inh: -2

What do the screens show for `COc1ccc(NC(=O)Cc2coc3cc(C)c(C(C)C)cc23)cc1S(=O)(=O)N1CCOCC1`?
EBI2 block: 21; APJ antagonist: -10; CCR6 antag: 4; CXCR6 block: 0; 697 NFkB inh: -3; UBC13 inh: 7; Gli-Sufu block: 18; Jurkat NFkB inh: 1

How did CC(=O)Nc1ccc(S(=O)(=O)NC2CC3CCC2C3)cc1 (stereo unspecified) do in these assays?
EBI2 block: -10; APJ antagonist: 2; CCR6 antag: 4; CXCR6 block: -1; 697 NFkB inh: 0; UBC13 inh: 2; Jurkat NFkB inh: 10

What do the screens show for `COc1cccc(OCc2cc(C3Nc4ccccc4C(=O)N3Cc3ccco3)ccc2OC)c1` (stereo unspecified)?
EBI2 block: 15; CCR6 antag: 7; CXCR6 block: 19; Gli-Sufu block: 3

How did Cc1nc(NC(=O)c2ccco2)sc1C(=O)Nc1ccc(Br)cc1 do in these assays?
EBI2 block: 9; APJ antagonist: -4; CCR6 antag: 11; CXCR6 block: -4; 697 NFkB inh: 13; UBC13 inh: 0; Gli-Sufu block: 2; Jurkat NFkB inh: -12

Results for Cc1ccc(Oc2c(F)c(F)nc(N3CCCC3)c2F)cc1 ?
EBI2 block: 0; APJ antagonist: 12; CCR6 antag: 21; CXCR6 block: -1; 697 NFkB inh: 10; UBC13 inh: 6; Gli-Sufu block: -8; Jurkat NFkB inh: 12

What do the screens show for `CCOC(=O)c1c(C)[nH]c(C)c1C(=O)COc1ccc(NC(=O)c2ccco2)cc1`?
EBI2 block: -7; APJ antagonist: 15; CCR6 antag: 5; CXCR6 block: 1; 697 NFkB inh: 13; UBC13 inh: 9; Jurkat NFkB inh: 6

What do the screens show for `C=CCc1cccc(/C=N/NC(=O)CCC(=O)Nc2ccc(C)cc2)c1O`?
EBI2 block: -7; APJ antagonist: 5; CCR6 antag: 22; CXCR6 block: -4; 697 NFkB inh: 7; UBC13 inh: -5; Gli-Sufu block: 7; Jurkat NFkB inh: 19

What do the screens show for `COCCOC1CCN(C(=O)C2CCC(=O)N(CCc3cccc(F)c3)C2)CC1` (stereo unspecified)?
EBI2 block: 1; APJ antagonist: -4; CCR6 antag: 8; CXCR6 block: 1; 697 NFkB inh: 14; UBC13 inh: 0; Gli-Sufu block: -4; Jurkat NFkB inh: 6

How did O=C(Nc1cc(N2CCCCC2)ncn1)c1ccccc1 do in these assays?
EBI2 block: 19; APJ antagonist: -9; CCR6 antag: 9; CXCR6 block: 2; 697 NFkB inh: 4; UBC13 inh: 6; Gli-Sufu block: 72*; Jurkat NFkB inh: -10

Results for O=C(NCC1CCCO1)c1ccccn1 (stereo unspecified) ?
EBI2 block: -10; APJ antagonist: 5; CCR6 antag: 0; CXCR6 block: 5; 697 NFkB inh: -1; UBC13 inh: -7; Gli-Sufu block: 8; Jurkat NFkB inh: -9

What do the screens show for `C=CCN1C(=O)c2ccc(C(=O)N(CC)CC(=O)Nc3ccc(OC)cc3)cc2C1=O`?
EBI2 block: 5; APJ antagonist: 1; CCR6 antag: 7; CXCR6 block: 8; 697 NFkB inh: 17; UBC13 inh: 2; Gli-Sufu block: 1; Jurkat NFkB inh: 17

How did Cc1onc(-c2ccccc2)c1C(=O)NCC1CCCO1 (stereo unspecified) do in these assays?
EBI2 block: 0; APJ antagonist: 11; CCR6 antag: -2; CXCR6 block: -6; 697 NFkB inh: 10; UBC13 inh: 6; Gli-Sufu block: 5; Jurkat NFkB inh: 20

What do the screens show for `Fc1ccccc1/C=N/Nc1nc2ccccc2o1`?
EBI2 block: -1; APJ antagonist: 7; CCR6 antag: 11; CXCR6 block: -2; 697 NFkB inh: -136; UBC13 inh: -1; Gli-Sufu block: -50; Jurkat NFkB inh: -105

What do the screens show for `CSc1ccccc1NC(=O)CN(C)CC(=O)Nc1cccc(Br)c1`?
EBI2 block: 13; APJ antagonist: -32; CCR6 antag: 11; CXCR6 block: 4; 697 NFkB inh: 5; UBC13 inh: -7; Gli-Sufu block: -11; Jurkat NFkB inh: -11

How did O=C(NCCOc1ccccc1)c1ccccc1NC(=O)C1CCCO1 (stereo unspecified) do in these assays?
EBI2 block: 1; APJ antagonist: 0; CCR6 antag: -10; CXCR6 block: 5; 697 NFkB inh: -81; UBC13 inh: 1; Gli-Sufu block: -67; Jurkat NFkB inh: -98

How did Cc1ccc(S(=O)(=O)Nc2nc(-c3ccc(F)cc3)cs2)cc1 do in these assays?
EBI2 block: -3; APJ antagonist: 10; CCR6 antag: 14; CXCR6 block: 12; 697 NFkB inh: 22; UBC13 inh: -13; Gli-Sufu block: -6; Jurkat NFkB inh: 10

Reprinted from above for reference:
Results for Cc1cc(C)c2c(c1)c(C)cc1nnc(SCC(=O)NCc3ccco3)n12 ?
EBI2 block: -7; APJ antagonist: 4; CCR6 antag: -4; CXCR6 block: -12; 697 NFkB inh: 20; UBC13 inh: -3; Gli-Sufu block: 4; Jurkat NFkB inh: 4

What do the screens show for `COc1cc(-c2nc3cnccn3c2Nc2ccc(C)cc2)ccc1O`?
EBI2 block: 20; APJ antagonist: 9; CCR6 antag: 1; CXCR6 block: -4; 697 NFkB inh: -21; UBC13 inh: -1; Gli-Sufu block: -2; Jurkat NFkB inh: -27
